High-throughput results (PubChem)
tim10-1 inh: growth inhibitors of tim10-1 mutant yeast, primary screen, luminescence, uHTS; S. cerevisiae tim10-1 ts strain growth, BacTiter-Glo, 24 h; inhibition, % at 20 µM; actives 2.2% (n = 330,000);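 active means inhibition of at least 40%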;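 further: mutant grown at 25 °C; 0% = DMSO wells with yeast and 100% = wells holding no yeast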
TIM10 inh: growth inhibitors of isogenic TIM10 control yeast, primary screen, counter-screen for tim10-1 yeast inhibitor project, luminescence, uHTS; S. cerevisiae TIM10 strain growth, BacTiter-Glo luminescence, 24 h; inhibition, % at 10 µM; actives 1.4% (n = 330,000);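 active means inhibition of 40% or more at the single tested concentration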;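 further: wild-type TIM10 isogenic control strain grown at permissive 25 °C; 0% = DMSO yeast wells and 100% = minimal medium wells without yeast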
APJ antagonist: antagonists of human apelin receptor APJ, primary screen, CHO-K1 cells, beta-arrestin complementation, luminescence | P35414 | inhibition, % at 20 µM | actives 0.32% (n = 330,000) | AID 2521, 2010;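 active means inhibition above about 40% at 20 µM, limit read from the data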;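 further: cells challenged with 10 nM apelin-13 agonist together with compound; plate controls were apelin-13 plus DMSO wells for no effect and DMSO wells lacking apelin-13 for full effect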
Target sequence (P35414 whole entry, looked up): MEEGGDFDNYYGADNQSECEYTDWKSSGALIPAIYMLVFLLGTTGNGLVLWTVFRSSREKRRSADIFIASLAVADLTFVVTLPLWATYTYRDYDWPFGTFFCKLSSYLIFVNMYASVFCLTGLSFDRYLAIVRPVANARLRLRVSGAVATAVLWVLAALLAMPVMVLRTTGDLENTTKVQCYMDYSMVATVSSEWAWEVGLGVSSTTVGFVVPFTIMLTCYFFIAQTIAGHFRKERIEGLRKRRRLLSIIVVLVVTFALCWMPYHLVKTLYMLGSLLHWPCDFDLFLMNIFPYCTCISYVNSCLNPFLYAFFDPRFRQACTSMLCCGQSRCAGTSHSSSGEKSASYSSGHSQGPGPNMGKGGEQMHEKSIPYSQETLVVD
NLRP3 yeast inh: NALP3 inflammasome inhibitors in reconstituted yeast, primary screen, luminescence, uHTS; Yeast reconstituted NLRP3/ASC/caspase-1, beta-gal luminescence, 24 h; inhibition, % at 10 µM; actives 0.39% (n = 330,000);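 active means inhibition of 50% or more; inactive means inhibition below 50%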;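 further: plate controls were induced DMSO wells for no effect and uninduced yeast grown without galactose for full effect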
beta cell repl: inducers of MIN6 beta-cell proliferation, primary screen, ATP luminescence, uHTS; MIN6 cells proliferation, ATPlite luminescence, 48 h; cells starved in 0.2% serum; 100% = growth in 10% serum; proliferation, % at 10 µM; actives 0.29% (n = 330,000); AID 2380, 2010;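 active means compounds whose signal lies at least 3.5 SD above the mean of all wells on their plate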;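 further: 0% = DMSO-treated cells in low-serum medium and 100% = 10% serum control; some compounds called inactive have numbers as strong as hits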
NR3A LBD binder: binders of NR3A ligand-binding domain, primary screen, biophysical, differential scanning fluorimetry, uHTS. NR3A LBD differential scanning fluorimetry, Tm shift; 0% = protein alone, 100% = glycine-bound protein. Tm shift relative to glycine control, % at 25 µM. actives 2.5% (n = 340,000). AID 1259313, 2017;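 active means melting temperature shift of at least 10% of the positive control shift, at one fixed dose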
tim23-1 inh: growth inhibitors of tim23-1 mutant yeast, primary screen, luminescence, uHTS; AID 463212, 2010; inhibition, % at 20 µM; S. cerevisiae tim23-1 growth, BacTiter-Glo luminescence, 24 h; actives 1.3% (n = 330,000);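 active means growth inhibition of the mutant yeast at or above 50%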;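 further: temperature-sensitive mutant grown at 25 °C; plate controls were DMSO-treated mutant yeast for no effect and medium wells lacking yeast for full effect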
APJ agonist: agonists of human apelin receptor APJ, primary screen, CHO-K1 cells, PathHunter beta-arrestin, luminescence | 0% DMSO wells, 100% apelin | activation, % at 20 µM | actives 0.11% (n = 330,000) | AID 2520, 2010;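 active means activation more than six SD over the plate average, tested at 20 µM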;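 further: 0% = DMSO alone and 100% = apelin-13 at 10 nM; some results filed as inactive read as strong as hits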
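Assay system: engineered CHO-K1 APJ arrestin reporter cells; Amount: 1000 CHO-K1 reporter cells seeded per well; Dosing: one dose, 20 µM compound, 1% DMSO; Times: compound stimulation 90 min at 25 °C, detection 60 min; Measured by: luminescent beta-gal fragment complementation, chemiluminescent substrate; Read-out: APJ–arrestin association signal; Controls: DMSO vs Apelin-13 10 nM.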
MPTP block: mitochondrial permeability transition pore inhibitors, primary screen, biochemical, isolated mouse mitochondria, absorbance. Ca2+ swelling absorbance, 30 min. inhibition, % at 10 µM. actives 1.4% (n = 360,000);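 active means inhibition of 50% or more, scaled per plate between neutral and stimulator controls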;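 further: 0% = DMSO wells given calcium and 100% = 1 mM EGTA wells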
* = called active by the depositor; / = not tested or not shown.

SMILES	tim10-1 inh	TIM10 inh	APJ antagonist	NLRP3 yeast inh	beta cell repl	NR3A LBD binder	tim23-1 inh	APJ agonist	MPTP block
CCOc1ccc2c(c1)C(N(CCN1CCOCC1)C(=S)Nc1ccccc1OC)CC(C)(C)O2 (stereo not drawn)	10	-15	2	3	0	-1	19	-2	3.5
CSc1nsc(SCC(=O)Nc2ccc(C(N)=O)cc2)n1	-4	-12	5	12	0	-7	3	-2	-0.4
COc1ccc(NC(=O)COc2coc(CN3CCCc4ccccc43)cc2=O)cc1	-13	-25	22	13	-3	1	-10	3	1.0
O=C(COC(=O)c1ccc(Br)cc1)NCc1ccccc1	7	-11	-5	10	0	-2	-2	0	-0.3
Cc1cc(C)nc(NC(=O)CSc2nn(-c3ccccc3)c(=S)s2)n1	26	26	16	6	0	0	19	-4	1.9
O=C1/C(=C/Nc2cccc([N+](=O)[O-])c2)CCc2ccccc21	25	26	-43	16	-3	-7	20	6	4.4
O=c1[nH]c(=O)n(CCOc2ccc(Cl)cc2)cc1Br	27	5	-14	18	-2	-2	19	-3	-0.2
COc1cc(-c2noc(CCCC(=O)NCc3ccccc3)n2)cc(OC)c1OC	23	-7	-3	13	0	0	8	1	-1.7
Cc1cccc(N(C(=O)CNC(=O)c2ccco2)C(C(=O)NC2CCCC2)c2ccncc2)c1C (stereo not drawn)	7	1	11	11	1	-1	12	-4	-3.6
Fc1ccc(NC(=S)Nc2cccc3ccccc23)cc1	43*	24	-21	21	-5	-1	52*	0	17
Cc1cc(C)cc(NC(=O)CN2CCc3cc4c(cc3C2C)OCCCO4)c1 (stereo not drawn)	18	9	2	-4	-7	0	29	-1	0.8
COc1ccc(S(=O)(=O)N2c3ccc(F)cc3CCC2C)cc1 (stereo not drawn)	26	5	-1	35	-3	3	27	-1	4.7
CC(=O)N1CCCN(C(=O)c2ccc3nc(Cc4ccccc4F)oc3c2)CC1	10	4	-1	13	7	3	16	-3	-0.9
COc1cccc(NC(=S)N(CCN(C)C)C(C)c2cccnc2)c1 (stereo not drawn)	8	5	2	-3	-2	0	15	1	0.3
CCOC(=O)CS(=O)(=O)c1nc(-c2ccccc2)cc(C(F)(F)F)n1	38	44*	30	29	-4	5	64*	-4	-4.1
C[C@@]12C(=O)Nc3ccc(Cl)cc3C(=O)N1[C@H]1c3cc(Cl)ccc3OC[C@@H]1[C@@H]2c1ccccc1	20	22	-1	4	-6	-3	34	-2	-0.1
COc1ccc(C(=O)OC(C)C(=O)NC2CCCc3ccccc32)cc1OC (stereo not drawn)	-9	4	-4	18	6	2	24	-5	0.5
COc1ccc(-n2nc([N+](=O)[O-])c(=NCc3ccc4c(c3)OCO4)n2O)cc1	27	17	-42	32	0	8	16	4	4.8
Cc1cccc(C(=O)OCC(=O)N(CC(C)C)c2c(N)n(Cc3ccccc3)c(=O)[nH]c2=O)c1C	3	5	19	7	-3	0	0	-2	-0.3
Cc1cccc(Nc2nc(-c3ccncc3)cs2)c1	-89	-27	-14	15	-1	6	-72	-1	0.2
CCOc1ccc(C2C(C(=O)c3cccs3)=C(O)C(=O)N2Cc2cccnc2)cc1OC (stereo not drawn)	1	3	15	0	2	1	2	-4	-1.5
CC(=O)c1c(C)[nH]c(C(=O)OCc2nc3ccsc3c(=O)[nH]2)c1C	-7	-10	-58	19	-4	0	-8	5	0.3
CCS(=O)(=O)N1CCN(CC2CC3C=CC2C3)CC1 (stereo not drawn)	7	-11	4	0	-2	-1	12	1	-0.8
OC(CCCN1CCC(O)(c2ccc(Cl)cc2)CC1)c1ccc(F)cc1 (stereo not drawn)	1	0	26	25	-1	-4	4	-4	-0.7
O=C(Nc1ccc([N+](=O)[O-])cc1)C1(c2ccccc2)CCOCC1	25	-19	4	1	0	3	6	1	2.9
CSCCC(=O)N1CCC(n2nccc2NC(=O)c2ccc3c(c2)OCO3)CC1	-28	-6	-7	14	-4	-2	-17	6	0.2
CC(/C=N/NC(=O)Cc1cc(=O)[nH][nH]1)=C\c1ccccc1	13	12	20	23	-3	2	9	-5	1.5
Cc1ccc(SCC2(O)CCN(C(=O)c3ccc(Cl)cc3)CC2)cc1	18	-7	-8	21	-1	-11	29	2	-6.7
S=C(NCC1CCCO1)N1CCN(c2cccc(Cl)c2)CC1 (stereo not drawn)	0	3	7	11	-3	0	9	-5	-1.4
Cc1cccc(-c2c3c(=O)n(C)c(=O)n(C)c3c3cccnn23)c1	9	-5	-11	-2	9.0*	8	16	2	-1.0
CCN1CCCC1CNC(=O)Cn1cccc1C(=O)c1ccccc1 (stereo not drawn)	3	2	9	6	2	-2	0	-5	-2.7
CC1=CC(C)C2(CO)COC(c3cccnc3)C1C2C (stereo not drawn)	14	18	12	20	4	-1	1	-1	1.3
CC(O)c1nc2ccccc2n1CCCCOc1ccccc1 (stereo not drawn)	-7	2	0	10	-5	-2	13	-1	-0.9
Cc1ccc(-c2nc(CNC(=O)c3cc(C)on3)cs2)cc1	-11	-8	-8	66*	0	0	53*	-4	0.8
COC(=O)c1ccc(C(=O)N(C)C2CCCN(Cc3ccccc3F)C2)nc1 (stereo not drawn)	-2	-2	2	30	0	-2	0	1	-0.2
COc1cc(/C=C2/C(=O)NN(c3cccc(F)c3)C2=O)ccc1OC(=O)c1ccco1	-7	-18	-1	-31	0	-4	6	-3	8.7
COc1ccc(C(=O)c2c(C(F)(F)F)oc3c2C(=O)c2ccccc2C3=O)cc1	55*	51*	-29	25	-4	-7	79*	9	-3.9
COc1ccc(NS(=O)(=O)c2c(C(=O)N3CCCCCC3)c(C)n(C)c2C)cc1OC	-8	1	-6	10	1	-3	13	14	0.0
COc1cc(C2C3=C(CC(C)(C)CC3=O)Nc3c2c(=O)[nH]c(=O)n3Cc2ccccc2)ccc1O (stereo not drawn)	5	0	-11	9	0	-2	16	3	-0.7
COc1ccc(N(CC(=O)N2CC=C(c3ccccc3)CC2)S(=O)(=O)c2c(C)noc2C)cc1	25	17	2	10	-4	-7	39	-4	-1.8
CCCCOc1ccc(N2C(=O)CC(N(CCc3ccccc3)C(=O)/C=C/C(=O)O)C2=O)cc1 (stereo not drawn)	21	-1	0	2	0	-1	11	-3	0.2
O=C(CCCCCN1C(=O)c2ccccc2C1=O)NCc1ccco1	16	-13	3	11	-3	-1	17	0	-0.8
Cc1cc(Cl)cc2c1NC(=O)[C@]21[C@@H]2C(=O)N(Cc3ccccc3)C(=O)[C@@H]2[C@@H]2CCCN21	29	26	-20	0	-4	-3	25	3	0.0
CCOc1ccc(CCNC(=O)/C=C/c2ccco2)cc1OCC	0	-2	10	22	5	0	13	-6	1.0
CN(Cc1cc(=O)n2ccsc2n1)C1CCCCC1	11	-7	-11	-5	-4	-2	6	-1	-1.4
O=C(CCN1CCCC1)c1cccs1	4	-4	6	2	-7	-2	21	-1	-0.7
COc1ccc(CNc2ccc(C)cc2)cc1Br	25	10	2	7	-2	1	10	0	-1.3
CCOC(=O)C1CCCN(CC(=O)Nc2c(C(=O)OC)[nH]c3ccc(C)cc23)C1 (stereo not drawn)	36	6	-7	-2	-1	-1	36	2	1.0
COC(=O)C(Cc1ccc(OC(=O)c2ccc(C(F)(F)F)cc2)cc1)N1Cc2ccccc2C1=O (stereo not drawn)	12	-3	5	13	-4	-2	12	3	4.4
COc1ccccc1CNC(=O)c1cc(-c2ccccc2)n(Cc2cc(C)no2)n1	13	-4	7	5	-6	4	5	-2	-0.8
(continued)
SMILES	tim10-1 inh	TIM10 inh	APJ antagonist	NLRP3 yeast inh	beta cell repl	NR3A LBD binder	tim23-1 inh	APJ agonist	MPTP block
N=c1c2c(ncn1CCCO)Oc1cc(O)ccc1C2c1ccccc1 (stereo not drawn)	-3	-17	2	0	-1	-2	-4	0	-0.2
Cc1c(NS(=O)(=O)c2cccc([N+](=O)[O-])c2)c(=O)n(-c2ccccc2)n1C	-3	8	8	-6	-5	0	7	-1	0.1
CC(=O)c1ccc(NC(=O)C(C)O/N=C(\N)c2ccccc2)cc1 (stereo not drawn)	-7	4	-5	9	-2	0	12	-3	-0.3
Cc1cc(C)n2nc(SCC(=O)Nc3ccccc3)nc2n1	-6	5	-2	1	-2	1	8	4	-0.4
CCc1nnc(NC(=O)c2cc(OC)c(OC)cc2[N+](=O)[O-])s1	4	5	-9	9	-2	0	11	-2	0.1
O=c1cc(-c2ccccc2)nc2nc[nH]n12	-8	-13	6	8	-1	0	1	-2	-0.3
O=C(O)CC12CC3CC(C1)CC(n1ncc(NCc4ccc5c(c4)OCO5)c(Cl)c1=O)(C3)C2	12	-7	9	4	-2	/	13	-2	/
